Source: PubChem (National Center for Advancing Translational Sciences (NCATS))
TRHR enhancer – TRH receptor (human) allosteric enhancement | TRHR cells, fluo-8 calcium fluorescence, EC20 TRH enhancement | enhancement, % at 2 µM | hit rate 0.66% among 360,000; in the data active = enhancement above about 30%; also: 0% is about no effect
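Enhancer read-out: after compound pinning and an initial kinetic agonist-mode read, an EC20 of TRH (10 nM final) was injected and fluo-8 calcium signal (Ex 480/Em 530) followed at 1 s/cycle for 100 cycles in TRHR-expressing cells.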
mIDH1 inhibitor – blocks human mutant IDH1 R132H enzyme; O75874; IDH1-R132H enzyme, NADPH consumption, diaphorase/resazurin fluorescence; Potency, µM (series often up to 76.6 µM), for inactives: top-dose activity change, negative = inhibition, usual class: inhibitors; hit rate 0.093% among 390,000; also: potency is read from the fitted curve at half-maximal effect; % is scaled to controls: 0 for no effect and ±100 for the full control effect; nearly all actives have a fitted effect of over 65% in size
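IDH1-R132H (0.5 ug/mL) preincubated 30 min with compound, then NADPH (0.016 mM) and alpha-KG (2 mM) added; 80 min at RT, pH 7.5. Remaining NADPH coupled via diaphorase/resazurin to fluorescence (540/590 nm); concentration-response curves normalized to no-enzyme control.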
TrxR1 substrate – substrates of rat thioredoxin reductase 1 | O89049 | purified TrxR1 substrate turnover, NADPH consumption readout | Potency, µM (series often up to 114 µM), for the others: top-dose activity change, negative = substrate turnover | hit rate 0.01% among 390,000 | AID 588456; also: potency is read from the fitted curve at half-maximal effect; % is scaled to controls: 0 for no effect and ±100 for the full control effect; nearly all actives have a fitted effect of over 50% in size
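Rat TrxR1, dispensed at 90 nM, was prereduced with 400 uM NADPH (final) for 5 min at ~22 deg C, then incubated with compound 15 min before 400 uM selenite. A first-read NADPH fluorescence drop versus no-compound background flagged substrates.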
USP1-UAF1 inh – blocks the human USP1/UAF1 deubiquitinase complex. hit rate 0.23% among 390,000. Potency, µM (series often up to 57.1 µM), without a hit: top-dose activity change, negative = inhibition, hits mostly inhibitors. O94782. recombinant USP1/UAF1, Ub-Rhodamine cleavage fluorescence; also: potency is read from the fitted curve at half-maximal effect; % is scaled to controls: 0 for no effect and ±100 for the full control effect; nearly all actives have a fitted effect of over 60% in size; inactives centre near -12
Target sequence (O94782 whole entry, looked up): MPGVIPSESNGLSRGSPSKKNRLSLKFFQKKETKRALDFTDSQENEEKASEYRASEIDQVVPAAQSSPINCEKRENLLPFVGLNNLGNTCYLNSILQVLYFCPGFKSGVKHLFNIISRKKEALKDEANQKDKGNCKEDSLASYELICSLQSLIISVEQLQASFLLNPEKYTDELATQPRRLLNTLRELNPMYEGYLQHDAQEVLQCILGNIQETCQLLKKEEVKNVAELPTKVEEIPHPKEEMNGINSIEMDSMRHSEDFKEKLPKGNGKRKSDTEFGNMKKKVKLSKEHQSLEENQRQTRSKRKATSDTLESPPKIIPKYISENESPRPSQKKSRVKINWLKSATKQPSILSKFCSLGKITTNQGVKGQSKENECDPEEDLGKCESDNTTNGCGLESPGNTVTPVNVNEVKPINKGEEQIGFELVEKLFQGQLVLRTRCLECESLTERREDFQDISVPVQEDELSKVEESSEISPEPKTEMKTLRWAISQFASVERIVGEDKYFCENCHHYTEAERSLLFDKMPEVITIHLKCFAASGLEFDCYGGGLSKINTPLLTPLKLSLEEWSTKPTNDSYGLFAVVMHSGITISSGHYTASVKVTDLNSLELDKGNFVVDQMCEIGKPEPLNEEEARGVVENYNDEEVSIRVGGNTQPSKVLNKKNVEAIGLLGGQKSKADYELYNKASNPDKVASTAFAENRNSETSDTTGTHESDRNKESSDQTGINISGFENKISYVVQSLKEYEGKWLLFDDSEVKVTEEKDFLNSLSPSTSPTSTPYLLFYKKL
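Step one: compound is pinned into 1nM USP1/UAF1 in HEPES pH 7.8 buffer with TCEP. Step two: 15 min room-temperature incubation. Step three: Ub-Rho (150nM final) starts cleavage, tracked by fluorescence over six one-minute reads.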
TRHR ag – TRH receptor (human) agonism; hit rate 0.18% among 360,000; TRHR cells, calcium flux fluo-8, FDSS agonist mode; P34981; activation, % at 2 µM; in the data active = activation above about 30%; also: 0% is about no effect
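Read-out: compound-evoked intracellular calcium rise in TRHR cells, fluo-8 dye, kinetic FDSS fluorescence at 1 s/cycle following a 10-cycle baseline. Cells cultured overnight before dye loading (30 min–1.5 h, RT).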
D2 antagonist – antagonizes the human D2 dopamine receptor | P14416 | HEK293 TREx D2 cells, calcium flux, dopamine EC80 | inhibition, % at 10 µM | hit rate 2% among 340,000 | AID 485344; in the data active = inhibition above about 30%; also: 0% is about no effect
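Tetracycline-induced HEK293 TREx cells expressing D2 receptor forced-coupled to calcium signalling, loaded with no-wash calcium dye. Compounds added and calcium flux read 180 s, then dopamine added at EC80 and read a further 180 s.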
PI4K2A block – blocks human PI4K2A kinase activity | Q9BTU6 | hit rate 0.13% among 420,000 | activity change, negative = inhibition, % at 76.9 µM | purified PI4K2A, ADP-Glo luminescence, 1 h; active compounds read low; in the data active = activity change below about -50%; inconclusive = mostly about -30% to -49%;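 also: -100% = wells without enzyme as full effect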
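ADP-Glo luminescence measured ADP generated by PI4K2A enzyme (4 ug/mL before mixing) with 1.2 mM PI substrate (pre-mix) and 300 microM ATP (pre-mix). Tris pH7.5 buffer with MgCl2, Triton X-100; 1 h reaction at ambient temperature.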
rTrxR1 inhibitor – rat TrxR1 inhibition. recombinant rTrxR1, NADPH fluorescence consumption, selenite substrate. Potency, µM (doses to about 114 µM), inactives show at the highest dose activity change, negative = inhibition, most hits filed as inhibitors. hit rate 1% among 390,000. AID 588453; also: potency is read from the fitted curve at half-maximal effect; % is scaled to controls: 0 for no effect and ±100 for the full control effect; nearly all actives have a fitted effect of over 65% in size
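Rat TrxR1 (90 nM in the dispensed reagent) was pre-reduced with 400 uM NADPH for 5 min at room temperature, then incubated with compound for 15 min. After 400 uM selenite was added, NADPH fluorescence (Ex 340/Em 450 nm) was followed for 8 min.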
D2 ag – D2 dopamine receptor (human) agonism; P14416; HEK293 T-REx D2 cells, calcium flux agonist mode; activation, % at 2 µM; hit rate 0.53% among 340,000;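 active = activation over 3 SD above normal in the single-dose calcium agonist read, cut at about 30% in these data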; also: 0% is about no effect
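Calcium-flux readout, 1 cycle/sec over 180 s following compound pin transfer, in inducible HEK293 Trex D2 cells (force-coupled); dopamine controls included. Positive calcium responses during this window marked compounds as potential agonists.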
* hit, by the source's call; u = inconclusive; x = not tested or not shown; & = joins results of further samples; [ ] = remark or other dose. Unless noted, calls follow the shape of the dose curve; as a rule, active = well fitted inhibition curve with a large enough effect; inconclusive = small, poorly fitted or top-dose-only effect; inactive = no such curve, though single readings can be large or run the other way.

SMILES	TRHR enhancer	mIDH1 inhibitor	TrxR1 substrate	USP1-UAF1 inh	TRHR ag	D2 antagonist	PI4K2A block	rTrxR1 inhibitor	D2 ag
Cc1cc(C)c(NC(=S)N(CCN(C)C)Cc2cccs2)c(C)c1	-4	9%	-12%[57.1 µM]	-12%	1.6	-5	-2	8%[57.1 µM]	0.1
COc1ccc(-c2[nH]ncc2CN2CCCN(c3ccccc3)CC2)c(F)c1	-4	-7%	-3%	-23%	1.0	8	1	-11%	1.0
CC(C)NC(=O)NNC(=O)Cn1nnc(-c2cccc(Cl)c2Cl)n1	-4	-2%	-1%	-10%	-0.4	2	5	2%	0.1
O=C1C2CC=CCC2C(=O)N1Cc1ccccc1Cl (stereo unspecified)	14	1%	-2%	-23%	1.0	2	-6	-5%	0.7
O=C(CSc1nc2ncccc2[nH]1)Nc1c(F)cc(F)cc1Br	2	0%	4%	-6%	-0.4	-1	-1	12%	-0.4
COc1ccccc1NC(=O)c1nn(-c2cccc(C(F)(F)F)c2)ccc1=O	0	2%	2%[57.1 µM]	-3%	0.0	1	7	-1%[57.1 µM]	0.4
C=CCn1c(SCC(=O)c2[nH]c(C)c(C(=O)OC)c2C)nc2scc(-c3ccc(OC)c(OC)c3)c2c1=O	7	1%	9%[57.1 µM]	6%	0.3	3	8	9%[57.1 µM]	0.6
CN(CC(=O)Nc1ccc(S(=O)(=O)N2CCCC2)cc1)Cc1ccc(Cl)cc1	-5	9%	-8%	-18%	-0.1	4	1	-8%	-0.1
Cc1ccc2nc(N3CCN(CCO)CC3)nc(-c3ccccc3)c2c1	22	0%	8%	-20%	-1.1	-20	-5	-3%	-1.1
CCOC(=O)c1sc2ccccc2c1NC(=O)c1coc2ccccc2c1=O	37*	-5%	-9%	-13%	0.4	4	-1	-6%	0.0
CCn1c2ccccc2c2cc(CN3CCN(S(=O)(=O)Cc4ccccc4)CC3)ccc21	1	5%	5%[0.0914 µM]	-8%	-0.1	-12	-1	1%	0.3
Cc1csc(NC(=O)c2cn3ccccc3n2)n1	-3	6%	-6%	-10%	-0.3	7	-56*	4%	0.5
COc1cccc(CNC(=O)Cn2c(=O)ccc3cc(S(=O)(=O)N4CCC(C)CC4)ccc32)c1	-4	-8%	10%[57.1 µM]	-21%	-0.4	x	-2	42%[activator][57.1 µM]	1.3
C#CCCc1ccccc1/C=[N+](/C)[O-]	-2	27%	-7%[57.1 µM]	-11%	0.1	6	-4	-10%	0.1
CCN(CC(=O)Nc1ccc(NC(C)=O)cc1)C(=O)/C=C/c1ccc([N+](=O)[O-])cc1	-2	4%	-13%	-25%	0.0	2	0	-12%	0.5
CCCCNc1c(-c2ccc(SC(C)CC)cc2)nc2ccccn12 (stereo unspecified)	-9	14%	83%[activator]	-8%	-0.3	-6	-26&-19	43%[activator]	-1.9
CCc1ccc(C(=O)O)cc1	5	0%	10%[57.1 µM]	3%	0.0	0	2	6%[57.1 µM]	-1.6
CC(=O)c1c(C)[nH]c(C(=O)COC(=O)c2nccnc2N)c1C	9	5%	289%[activator]	-18%	0.2	16	11	-11%	0.6
Cc1cc(=O)oc2cc(OCC(=O)Nc3c(Cl)cccc3C(F)(F)F)ccc12	-4	8%	-4%	-6%	-1.5	11	2	-20%	-0.8
Cc1ccc(-c2nc3sc(CCNC(=O)c4ccc(C)c(C)c4)c(C)n3n2)cc1	2	10%	-2%[57.1 µM]	-10%	0.0	x	-11	7%[57.1 µM]	x
CCc1ccc(CCC(=O)Nc2ccc(Cl)cc2)o1	1	-7%	-3%	-15%	-0.1	42*	-6	11%	-1.0
Cc1ccc(N2CC(C(=O)Nc3ccc(S(=O)(=O)Nc4nccs4)cc3)CC2=O)cc1C (stereo unspecified)	12	-1%	1%	-12%	-0.6	5	6	10%	-0.1
Cc1nnc2sc(SCC(=O)N3CCCCC3)nn2c1=O	15	11%	-2%	-5%	0.7	-10	-21	2%	0.5
N#CCCN(C(=O)COC(=O)c1cccc(S(=O)(=O)N2CCCCCC2)c1)c1ccc(F)cc1	x	5%	-14%	-11%	x	x	5	-7%	x
O=Cc1cn(CCOc2ccccc2F)c2ccccc12	-10	-9%	-1%	-11%	2.1	-5	-4	20%	0.4
CC(Sc1nc(-c2ccccc2)cc(C(F)(F)F)n1)C(=O)N1CCCC1 (stereo unspecified)	-3	2%	1%	-23%	0.1	-5	-3	19%	1.9
CCN(C(=O)COC(=O)c1cn(-c2ccccc2)nc1-c1ccccc1)C1CCS(=O)(=O)C1 (stereo unspecified)	2	11%	11%[57.1 µM]	-8%	0.3	-14	-5	33%[57.1 µM]	1.9
O=C(Cn1cnc2scc(-c3ccc(Cl)cc3)c2c1=O)N1CCOCC1	-3	-3%	6%[57.1 µM]	-2%	-0.4	-7	0	14%[57.1 µM]	0.1
O=C(Nc1ccc(S(=O)(=O)N2CCCCC2)cc1)C1CCN(C(=O)c2ccc(F)cc2)CC1	-4	6%	-2%	-26%	0.2	5	4	5%	-0.5
O=C(C1COc2ccccc2O1)N1CCc2ccccc2C1 (stereo unspecified)	-4	1%	12%[57.1 µM]	-22%	0.2	-5	10	16%[57.1 µM]	-0.5
O=C(COC(=O)Cc1c[nH]c2ccccc12)NC1CCS(=O)(=O)C1 (stereo unspecified)	20	4%	-15%	-5%	0.5	2	-1	-17%	-0.4
Cc1cc(C)n(-c2nc3c(c(=O)n(C)c(=O)n3C)n2C)n1	-5	3%	2%	-14%	0.4	x	0	18%	x
CCOC(=O)N1CCN(C(=O)c2cc(-c3ccc(F)cc3)[nH]c2C)CC1	1	-5%	1%[57.1 µM]	-1%	-0.9	3	1	-3%[57.1 µM]	0.8
O=C1c2cccnc2C(=O)N1CO	3	5%	10%[57.1 µM]	-16%	0.5	-1	-1	14%[57.1 µM]	0.8
COCCCNC(=O)CCn1c(=O)c2ccccc2n(CC(=O)Nc2ccccc2C)c1=O	-1	3%	3%	0%	1.4	-6	11	5%[57.1 µM]	-0.1
Cc1cccc(CCNC(=O)c2cc(=O)[nH]c3ccc(Br)cc23)c1	-7	x	x	x	-0.2	2	x	x	0.0
O=C(C1=C[C@@H](c2ccc(Br)cc2)C[C@@H](OCc2ccc(CO)cc2)O1)N1CCOCC1	1	-1%	4%	-19%	0.7	-7	-6	23%	-0.4
Cc1ccc(NC(=O)CCCn2c3ccccc3c(=O)c3cc(C)ccc32)c(Br)c1	-13	1%	5%	-7%	-0.8	x	4	8%	-0.5
COc1ccc(NC(=O)C2C3C=CC(O3)C2C(=O)O)cc1 (stereo unspecified)	-3	3%	-10%	-11%	-0.5	5	-1	-22%	0.1
Cc1cc(Br)ccc1NC(=O)c1sc2nc3n(c(=O)c2c1C)CCCC3	11	1%	622%[activator]	u	3.8	x	-5	77%[activator]	4.9

Some of these compounds in order of their number in D2 antagonist, low to high:
Compound	D2 antagonist
CCN(C(=O)COC(=O)c1cn(-c2ccccc2)nc1-c1ccccc1)C1CCS(=O)(=O)C1 (stereo unspecified)	-14
O=C1c2cccnc2C(=O)N1CO	-1
CCOC(=O)N1CCN(C(=O)c2cc(-c3ccc(F)cc3)[nH]c2C)CC1	3

The list continues:
SMILES	TRHR enhancer	mIDH1 inhibitor	TrxR1 substrate	USP1-UAF1 inh	TRHR ag	D2 antagonist	PI4K2A block	rTrxR1 inhibitor	D2 ag
CCOc1cccc(C(=O)Nc2cccc(C(C)=O)c2)c1	2	0%	-17%	0%	-0.5	2	4	-12%	-0.1
Cc1ccc(OCCC(=O)OCC(=O)N2c3ccccc3NC(=O)C2(C)C)cc1	-2	-5%	-3%[57.1 µM]	-18%	-1.4	22	0	15%	1.1
COC1OC(CO)C(O)C(O)C1O (stereo unspecified)	12	-10%	1%	17%	0.3	-10	0	10%	1.6
CCC(C)c1ccccc1NC(=O)COC(=O)C1=NN(c2ccccc2)C(=O)CC1 (stereo unspecified)	x	0%	4%	-18%	x	x	-7	10%	x
Cc1nnc(SCC(=O)NNC(=O)c2ccc(Br)cc2)n1C	-8	-3%	-3%[57.1 µM]	-9%	0.3	5	3	0%[57.1 µM]	-0.3
COc1ccc(CNC(=O)c2ccc(NC(=O)N3CCCCc4ccccc43)cc2)c(OC)c1	5	5%	4%[57.1 µM]	-14%	0.5	x	-4	11%[57.1 µM]	0.3
CC(=O)NC(Cc1ccccc1)C(=O)N1CCN(C(=O)c2cccs2)CC1 (stereo unspecified)	1	13%	-2%	1%	0.1	-5	-3	14%	0.0
Cc1ccc(CN2CCN(Cc3ccccc3-c3ccco3)CC2CCO)o1 (stereo unspecified)	3	-3%	0%	-6%	-0.6	-7	2	-5%	-1.3
COc1ccc(C(=O)c2c(-c3ccsc3)oc3ccc(-c4ccc(OC)cc4)cc23)cc1	x	-2%	9%[57.1 µM]	-16%	x	x	4	21%[57.1 µM]	x
Cc1ccc(Cn2cnc3c(cnn3C(C)(C)C)c2=O)cc1	-7	13%	-16%&1%	-22%	-0.6	14	5	-18%&13%	0.1
Cc1cc(C(=O)COC(=O)CNC(=O)c2ccco2)c(C)n1Cc1ccco1	4	4%	-4%	-23%	-1.3	-2	-9	-4%	1.2
CCC(C)[C@H](NC(=O)C1CCC(CNC(=O)[C@@H]2CCCN2C(=O)OC(C)(C)C)CC1)C(=O)O (stereo partly specified)	-2	0%	2%	-15%	0.9	x	5	14%	x
COc1cc(C2C3=C(COC3=O)Oc3cc4c(cc32)OCO4)cc(OC)c1OC(C)=O (stereo unspecified)	x	5%	-4%[11.4 µM]	-14%	x	x	-1	4%[11.4 µM]	x
